Bioassay records from PubChem.
bIAP inhibitor – blocks bovine intestinal alkaline phosphatase activity; purified bovine IAP, CDP-star luminescence, 30 min; inhibition, % at 20 µM; 190,000 tested, under 10 active;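 active = over 50% inhibition of intestinal alkaline phosphatase at 20 µM in the single-dose screen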
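Incubation: 30 min reaction at room temperature / Material: purified bovine intestinal alkaline phosphatase (IAP) enzyme / Input: enzyme at 1/65,000,000 dilution / Dosing: 20 µM single dose / Signal: CDP-star luminescence signal / Reagent: CDP-star chemiluminescent phosphatase substrate, 30 µM final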
PMI act hi M6P – PMI (human) activation, high substrate; P34949; coupled PMI enzyme assay, resazurin fluorescence, 20 min; hits give high values; 1 = untreated enzyme, 0 = substrate-free blank; activation factor at 20 µM; hit rate 0.34% among 190,000;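 active = activation factor of 2 or more at 20 µM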
Target sequence (P34949 whole entry, looked up): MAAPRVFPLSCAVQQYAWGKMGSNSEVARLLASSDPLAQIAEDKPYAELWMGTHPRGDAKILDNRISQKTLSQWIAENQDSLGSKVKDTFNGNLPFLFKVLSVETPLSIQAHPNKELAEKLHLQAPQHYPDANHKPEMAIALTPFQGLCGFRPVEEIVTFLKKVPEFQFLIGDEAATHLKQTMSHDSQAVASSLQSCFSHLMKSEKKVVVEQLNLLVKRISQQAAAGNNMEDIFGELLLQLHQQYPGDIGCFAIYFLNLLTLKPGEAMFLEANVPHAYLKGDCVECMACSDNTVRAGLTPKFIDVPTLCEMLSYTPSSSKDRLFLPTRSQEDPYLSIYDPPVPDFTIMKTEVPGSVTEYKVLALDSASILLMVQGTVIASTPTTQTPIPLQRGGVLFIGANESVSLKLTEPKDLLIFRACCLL
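test system = human PMI in coupled enzyme assay | medium = HEPES-buffered pH 7.4 with magnesium and detergent | also added = 1.0 mM mannose-6-phosphate substrate with 0.22 mM NADP+ | compound = 20 µM single dose | times = 20 min incubation at room temperature | measured by = resorufin fluorescence (Ex 544/Em 590 nm) from resazurin via diaphorase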
PMI act – increases human mannose-6-phosphate isomerase activity. P34949. purified human PMI, coupled resazurin fluorescence, 20 min; hits give high values; 1 = vehicle control, 0 substrate-free wells. activation factor at 20 µM. hit rate 0.005% among 190,000;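 active = activation factor of 2 or more at 20 µM, relative to plate controls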
TNAP inh hiacc – TNAP (human) inhibition, high acceptor | P05186 | purified TNAP, CDP-star luminescence, 1 M DEA | inhibition, % at 20 µM | hit rate 0.03% among 200,000 | AID 1135;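 active = over 50% inhibition of tissue-nonspecific alkaline phosphatase at 20 µM in the single-dose screen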;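 note: plate controls were DMSO wells for no effect and EDTA-quenched wells as full inhibition for full effect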
Target sequence (P05186 whole entry, looked up): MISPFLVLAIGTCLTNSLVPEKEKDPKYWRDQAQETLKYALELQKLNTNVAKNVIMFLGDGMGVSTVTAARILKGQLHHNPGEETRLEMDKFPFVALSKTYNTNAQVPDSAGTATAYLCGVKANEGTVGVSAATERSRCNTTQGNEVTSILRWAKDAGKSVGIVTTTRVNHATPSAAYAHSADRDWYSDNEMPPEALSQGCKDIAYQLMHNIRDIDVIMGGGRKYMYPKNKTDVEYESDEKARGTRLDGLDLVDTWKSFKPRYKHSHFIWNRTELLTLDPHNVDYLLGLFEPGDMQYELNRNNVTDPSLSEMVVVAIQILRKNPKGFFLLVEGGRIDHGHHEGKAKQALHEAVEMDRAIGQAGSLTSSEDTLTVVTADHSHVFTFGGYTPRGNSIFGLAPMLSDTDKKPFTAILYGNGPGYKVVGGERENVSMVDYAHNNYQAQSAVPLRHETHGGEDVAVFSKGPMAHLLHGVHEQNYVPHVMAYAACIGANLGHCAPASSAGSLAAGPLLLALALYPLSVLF
Diaphorase act – diaphorase activation or chemical reduction counter-screen; Diaphorase/resazurin coupled assay, resorufin fluorescence, 16 min; hits give high values; 1 = vehicle wells, 0 = NADH-free wells; activation factor at 20 µM; hit rate 0.005% among 190,000; AID 1229;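 active = diaphorase activity raised at least twofold by the compound at 20 µM; inactive = activation factor below 2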
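System – purified diaphorase enzyme from Clostridium kluyveri · Input – enzyme 0.07 U/mL final · Also added – final NADH 0.114 mM, resazurin 0.1 mM · Measured by – fluorescence of resorufin, 544 nm excitation, 590 nm emission · Timing – 16 min enzyme reaction, ambient temperature · Measure – resorufin increase flagging diaphorase activators or reducers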
TNAP inh noacc – blocks human TNAP activity with no phosphate acceptor present. inhibition, % at 20 µM. purified TNAP, CDP-star luminescence, 30 min. hit rate 0.26% among 200,000. AID 1012. P05186;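 active = tissue-nonspecific alkaline phosphatase inhibition above about 50% at 20 µM in the single-dose screen, limit read from the data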;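 note: 0% = DMSO negative control and 100% = EDTA positive control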
Lmaj promast – Leishmania major promastigote growth inhibition | Leishmania major promastigotes, resazurin fluorescence viability | inhibition, % at 10 µM | AID 1063 | hit rate 9% among 200,000; in the data active = inhibition above about 50%;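 note: promastigotes grown with compound for 44 hours at 28 °C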
Diaphorase inh – counter-screen for diaphorase-based assays: diaphorase inhibitors and chemical oxidizers. diaphorase resazurin-to-resorufin fluorescence, NADH, 16 min; bacterial (C. kluyveri) enzyme, not human. inhibition, % at 20 µM. hit rate 0.69% among 190,000;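 active = primary screen inhibition at 20 µM above a set limit, cut at about 50% in these data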;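 note: plate controls were DMSO with full reaction for no effect and wells lacking NADH for full effect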
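Test system: Clostridium kluyveri diaphorase enzyme / Quantity: diaphorase at 0.14 U/mL in enzyme working solution / Incubation: 16-min room-temperature incubation before reading / Benchmarks: NADH-free wells as positive control, DMSO-only neutral wells / Signal: resorufin fluorescence 544/590 nm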
bIAP activator – intestinal alkaline phosphatase (bovine) activation. activation factor at 20 µM. purified bovine IAP, CDP-star luminescence, 30 min; hits give high values; fold of DMSO-control signal, blank-subtracted. hit rate 0.17% among 200,000;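 active = activation factor of 2 or more at 20 µM, a signal rise over negative controls twice the positive control's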
TNAP act hi DEA – activators of human TNAP at high phosphate acceptor concentration | activation factor at 20 µM | P05186 | 200,000 tested, under 10 active | purified TNAP, CDP-star luminescence, 1 M DEA, 30 min; hits give high values; 0 = EDTA background, 1 = DMSO-only activity | AID 1136;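 active = activation factor at least 2 at 20 µM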
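Measured by: Luminescent substrate turnover signal | Test system: Human TNAP | Input: TNAP 1/800 final | Dosing: 20 µM single point | Schedule: 30 min, room temperature | Controls: EDTA wells as negative control, DMSO wells as positive control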
* hit, by the source's call. Not a hit list; 10% or so of the library scored in one or more.

SMILES | bIAP inhibitor | PMI act hi M6P | PMI act | TNAP inh hiacc | Diaphorase act | TNAP inh noacc | Lmaj promast | Diaphorase inh | bIAP activator | TNAP act hi DEA
CC(C)(O)C#Cc1ccc(C(=O)N2CCN(c3ccccc3)CC2)cc1 | 8 | 1 | 1 | -2 | 0.9 | -9 | -5 | 6 | 0.9 | 1
CN=c1scc(-c2ccc(Br)cc2)n1C | 20 | 1.1 | 1 | -4 | 0.8 | -11 | 6 | 17 | 0.8 | 1
CSC1=NC2C(N1)N(C)C(=O)N2C (centres undefined) | 6 | 1.8 | 1.5 | 2 | 0.9 | 5 | -3 | 8 | 0.9 | 1
COc1ccccc1/C=N/NC(=O)CNC(=O)c1ccc(S(=O)(=O)N(C)C)cc1 | -14 | 1 | 1 | 1 | 1 | -12 | 31 | 2 | 1.1 | 1
Cc1ccc2[nH]c(=O)c(CN(CC3COCCO3)C(=O)Nc3ccccc3F)cc2c1 (centres undefined) | -11 | 1 | 1 | -6 | 0.9 | -7 | 27 | 10 | 1.1 | 1.1
Cc1ccc(C(=O)Nc2nc(-c3ccccc3)c(-c3ccccc3)o2)cc1 | 9 | 0.9 | 0.9 | 2 | 0.8 | -11 | -5 | 21 | 0.9 | 1
COc1ccc(C2=NN(C(=O)CCCC(=O)O)C(c3cccs3)C2)cc1OC (centres undefined) | -5 | 1.1 | 1 | -5 | 1 | -6 | -7 | 5 | 1.1 | 1
CS(=O)(=O)N1CCC(C(=O)NCc2ccc(Cl)cc2Cl)CC1 | 8 | 1.1 | 1.1 | -6 | 0.8 | -13 | 2 | 17 | 0.9 | 1.1
Cc1cccc(-n2ncc(C#N)c2-n2cccc2)c1 | 10 | 0.9 | 0.9 | -1 | 0.9 | -5 | 1 | 13 | 0.9 | 1
CCOc1cccc(CNCCNC(=O)c2nonc2N)c1 | 1 | 1 | 0.9 | -8 | 0.8 | -14 | -9 | 17 | 1 | 1.1
COc1cc(Cl)c(S(=O)(=O)NCCN2CCOCC2)cc1Cl | 33 | 1 | 1 | -1 | 1 | -3 | -2 | 0 | 0.7 | 1
CCOc1ccc2nc(SCC(=O)N3CCCc4ccccc43)sc2c1 | 6 | 0.9 | 1 | 2 | 0.9 | -7 | -4 | 12 | 0.9 | 1
CC(C)COCC1CC2(CC(C)(c3csc(N)n3)OC2=O)C(=O)O1 (centres undefined) | 3 | 1 | 1 | -2 | 0.8 | 1 | 0 | 22 | 1 | 1
CC(=O)CC(c1ccc([N+](=O)[O-])cc1)c1c(O)c2ccccc2oc1=O (centres undefined) | 4 | 1 | 1 | -2 | 0.9 | -7 | 1 | 7 | 1 | 1
O=C(Nc1cccc(F)c1)C1CCN(C(=O)c2ccc(Cl)cc2)CC1 | 8 | 0.9 | 1 | -1 | 1 | -9 | 5 | 4 | 0.9 | 1
O=C(/C=C/c1ccc(N2CCCCC2)c([N+](=O)[O-])c1)c1ccc(S(=O)(=O)N2CCCC2)cc1 | 17 | 1 | 1 | 16 | 1 | 2 | 100* | 4 | 0.8 | 0.8
Cc1onc(-c2ccccc2Cl)c1C(=O)Nc1ccccc1N1CCOCC1 | 6 | 0.9 | 0.9 | -4 | 0.7 | -10 | 30 | 31 | 0.9 | 1
CCOC(=O)CSc1nnc(-c2ccoc2C)n1-c1ccc(C)cc1 | 8 | 1.1 | 1.1 | 0 | 0.9 | -6 | -4 | 7 | 0.9 | 1
Cc1[nH]nc2c1C(c1ccc(O)cc1)C1=C(CC(C)(C)CC1=O)N2 (centres undefined) | 1 | 1 | 1 | -1 | 1 | -8 | -2 | 3 | 1 | 1
Cc1c(Cl)cnc(NC(=O)COC(=O)CCS(=O)(=O)c2ccccc2)c1Cl | -1 | 0.7 | 0.9 | -4 | 0.9 | -8 | -6 | 10 | 1 | 1
Cc1ccc(Cn2ccc(NC(=O)c3c(-c4ccccc4Cl)noc3C)n2)cc1 | 0 | 1 | 0.9 | -4 | 0.9 | -5 | 27 | 7 | 1 | 1
Cc1ccccc1C(=O)OC1OC(=O)C(Cl)=C1Nc1ccccc1 (centres undefined) | 12 | 0.7 | 0.9 | -1 | 0.7 | -5 | 3 | 25 | 0.9 | 1
O=[N+]([O-])c1ccccc1S(=O)(=O)N1CCN(Cc2ccsc2)CC1 | -7 | 0.9 | 0.9 | -2 | 0.8 | -10 | 4 | 23 | 1.1 | 1
Cn1c(=O)c2c(-c3ccccc3)n(N3CCOCC3)cc2n(C)c1=O | 0 | 0.8 | 0.9 | -4 | 0.8 | 5 | 2 | 17 | 1 | 1
COc1ccc(-c2nc(O)c3cnccn23)cc1 | 3 | 1.2 | 1.2 | 7 | 0.9 | 10 | -7 | 8 | 1 | 0.9
Cc1ccnc(NC(=O)C2CCN(S(=O)(=O)c3cccc4nsnc34)CC2)c1 | 7 | 0.9 | 0.9 | -2 | 0.9 | -17 | 10 | 11 | 0.9 | 1
CCC(=O)Nc1ccc(N2CCCCC2)c(C(=O)Nc2ccccc2C)c1 | 3 | 1.1 | 1 | 1 | 0.9 | -6 | 14 | 9 | 1 | 1
COc1ccc(S(=O)(=O)N2CCC(C(=O)Nc3cccc(Cl)c3)CC2)cc1OC | 1 | 0.9 | 0.9 | -3 | 0.8 | -16 | 40 | 15 | 1 | 1
O=S(=O)(Nc1nccs1)c1ccc(NS(=O)(=O)c2cccs2)cc1 | -7 | 1.1 | 1.1 | -11 | 1.1 | -6 | -7 | -11 | 1.1 | 1.1
CC(C)(C)NC(=O)Cc1ccc(S(=O)(=O)N2CCCC2)s1 | 4 | 1.4 | 1.2 | 7 | 1 | 2 | -6 | 4 | 1 | 0.9
CCOc1ccc(NC(=O)CN2CCN(CC(=O)Nc3ccc(F)cc3)CC2)cc1 | 0 | 1.3 | 1.2 | -7 | 0.9 | -10 | -1 | 10 | 1 | 1.1
COC(=O)c1cn(NC(=O)COc2ccc(Cl)cc2)c(=O)c2ccccc12 | -2 | 1 | 1 | -1 | 1 | -7 | -4 | 3 | 1 | 1
CCc1cccc(Nc2cnn(C34C[C@@H]5C[C@@H](CC(CC(=O)O)(C5)C3)C4)c(=O)c2Cl)c1 | -14 | 1 | 1 | -4 | 1 | 4 | -8 | 4 | 1.1 | 1
CCc1c(O)nc(SC2CC(=O)N(c3ccccc3)C2=O)[nH]c1=O (centres undefined) | -1 | 0.9 | 0.9 | 1 | 0.9 | -5 | 0 | 11 | 1 | 1
NC(=O)NCc1cccnc1 | -4 | 1 | 1 | -6 | 1 | -11 | 3 | 3 | 1 | 1.1
CNC(=O)CSc1nnc(-c2cnccn2)n1C | -3 | 1 | 1 | -5 | 1 | -3 | -6 | -1 | 1 | 1

A different layout for part of the listing above:
Results follow in this order: bIAP inhibitor, PMI act hi M6P, PMI act, TNAP inh hiacc, Diaphorase act, TNAP inh noacc, Lmaj promast, Diaphorase inh, bIAP activator, TNAP act hi DEA
- CC(C)(C)NC(=O)Cc1ccc(S(=O)(=O)N2CCCC2)s1
 : 4, 1.4, 1.2, 7, 1, 2, -6, 4, 1, 0.9
- CCOc1ccc(NC(=O)CN2CCN(CC(=O)Nc3ccc(F)cc3)CC2)cc1
 : 0, 1.3, 1.2, -7, 0.9, -10, -1, 10, 1, 1.1
- COc1ccc(-c2nc(O)c3cnccn23)cc1
 : 3, 1.2, 1.2, 7, 0.9, 10, -7, 8, 1, 0.9

Back to the main list, repeating the three entries before the break.
SMILES | bIAP inhibitor | PMI act hi M6P | PMI act | TNAP inh hiacc | Diaphorase act | TNAP inh noacc | Lmaj promast | Diaphorase inh | bIAP activator | TNAP act hi DEA
CCc1c(O)nc(SC2CC(=O)N(c3ccccc3)C2=O)[nH]c1=O (centres undefined) | -1 | 0.9 | 0.9 | 1 | 0.9 | -5 | 0 | 11 | 1 | 1
NC(=O)NCc1cccnc1 | -4 | 1 | 1 | -6 | 1 | -11 | 3 | 3 | 1 | 1.1
CNC(=O)CSc1nnc(-c2cnccn2)n1C | -3 | 1 | 1 | -5 | 1 | -3 | -6 | -1 | 1 | 1
COc1ccc(NC(=O)C(c2ccccc2)c2ccccc2)cn1 | 4 | 1 | 0.9 | -2 | 0.9 | -12 | 15 | 14 | 1 | 1
Cc1cc(Nc2cccc(Cl)c2)nc(N2CCOCC2)n1 | 4 | 0.8 | 1 | -3 | 0.8 | -8 | 1 | 15 | 1 | 1
O=C(C1CCN(S(=O)(=O)N2CCOCC2)CC1)N1CCN(c2ccccc2F)CC1 | 6 | 1 | 1 | 1 | 0.9 | -13 | -7 | 8 | 0.9 | 1
COC(=O)/C(=C1/Oc2cc(C)oc(=O)c2S1)C(F)(F)F | 11 | 0.9 | 1 | 2 | 0.9 | -2 | 49 | 9 | 0.9 | 1
COc1cccc(C2N(c3ccc(Cl)c(Cl)c3)C(=O)C3CCCN32)c1OC (centres undefined) | -6 | 1 | 1 | -5 | 0.9 | -10 | 6 | 15 | 1.1 | 1
O=S(=O)(NCC(c1ccco1)N1CCN(c2ccc(F)cc2)CC1)c1ccc(F)cc1 (centres undefined) | 14 | 1 | 1 | -8 | 1 | 3 | 75* | 4 | 0.9 | 1.1
O=C(C1CC1)N1N=C(c2ccncc2)CC1(O)C(F)(F)F (centres undefined) | 4 | 1 | 1 | -6 | 1 | -2 | -5 | -2 | 1 | 1.1
COCCn1c(N)c(N(Cc2ccccc2)C(=O)c2cc3ccccc3o2)c(=O)[nH]c1=O | 6 | 1.2 | 1.2 | -3 | 1.1 | -8 | 4 | -11 | 0.9 | 1
CCOC(=O)c1sc(N/N=C/c2ccccc2)nc1C | 4 | 0.7 | 0.4 | 6 | 0.9 | -12 | 0 | 10 | 1 | 0.9
Cc1cc(NC(=O)c2ccc(NC(=O)CC(C)C)cc2)no1 | 10 | 1 | 1.1 | -5 | 0.9 | 7 | 1 | 9 | 0.9 | 1
COc1cccc(C(=O)NNC(=O)Cc2ccc(Cl)cc2)c1 | -4 | 1 | 0.9 | 1 | 0.9 | -66 | 35 | 8 | 1 | 1
Cc1ccccc1C(=O)c1c[nH]c(C(=O)NCCCn2ccnc2)c1 | -13 | 1 | 1 | 0 | 0.9 | -9 | 0 | 9 | 1.1 | 1
O=c1cc(-c2ccccc2Cl)oc2c(Br)ccc(O)c12 | -6 | 1.2 | 1.2 | 8 | 1.1 | 4 | 5 | -9 | 1.1 | 0.9
COc1ccc(C(=O)N/N=C(\c2ccccc2)c2ccccn2)cc1 | -6 | 1.2 | 1.1 | 1 | 1 | 10 | 100* | 3 | 1.1 | 1
